Screening data as filed in PubChem.
RmlC RmlD mix – mixture blocks RmlC and RmlD coupled enzyme activity. RmlC/RmlD coupled enzyme inhibition, 384-well mixture HTS. inhibition, % at 5.5 µM. hit rate 0.39% among 110,000; in the data active = inhibition above about 30%, passing the limit was not always enough; also: strong numbers were not always called active
RT RNaseH block – inhibitors of HIV-1 reverse transcriptase RNase H; RT-RNase H RNA/DNA duplex cleavage, fluorescence; inhibition, % at 10 µM; hit rate 1.9% among 65,000; in the data active = inhibition above about 50%
Numbers without * were called inactive; nt = not tested or not shown.

SMILES	RmlC RmlD mix	RT RNaseH block
COc1ccc(S(=O)(=O)N2CCN(C(=O)c3c(C)nn(-c4ccccc4)c3Cl)CC2)cc1	2	-11
CC(=O)N1CCN(c2nc(CC(C)C)c3c(c2C#N)CCC3)CC1	nt	1
COCC(=O)NCCc1ccc(S(N)(=O)=O)cc1	-9	-5
O=C(CSc1nc2ccc(NC(=O)CSc3nnnn3Cc3ccccc3)cc2s1)Nc1ccccc1	-10	nt
N[C@@H](Cc1c[nH]c2ccccc12)c1nnc(SCc2ccc(Cl)cc2)o1	-4	-13
CCOc1cc(OCC)cc(C(=O)Nc2cccnc2)c1	-11	-6
COC(=O)CC1=NC(=O)CS1	3	6
Cc1cc(C(=O)Nc2ccon2)cs1	-4	-11
O=C(OCC(=O)N1CCN(C(=O)c2ccco2)CC1)c1cc(-c2cccc(Br)c2)nc2ccccc12	-12	nt
Cc1ccc(CNC(=O)CCCn2c(=O)[nH]c3ccccc3c2=O)cc1	14	-4
CCOC(=O)C1=C(c2ccccc2)O/C(=C(\C(=O)OC)C(F)(F)F)S1	-12	nt
Cc1c(O)nc(SC2CC(=O)N(c3ccccc3)C2=O)[nH]c1=O (centres undefined)	-5	14
CCOC(=O)CN1CC23C=CC(O2)C(C(=O)O)C3C1=O (centres undefined)	-34	-4
O=C1CSC(=Nc2ccccc2)N1	21	nt
CCOc1ccccc1NC(=O)CSc1nnc(-c2cnccn2)n1C	4	nt
Cc1ccc(Nc2ncnc3sc(C)c(C)c23)cc1C	-12	nt
Cc1ccccc1OCC(=O)NCC1CCCO1 (centres undefined)	9	-13
COc1ccc(-c2cc(C(=O)N3CCN(C(c4ccccc4)c4ccccc4)CC3)no2)cc1	-29	-4
O=C(Nc1ccc(S(=O)(=O)N2CCCCC2)cc1)c1ccc(CN2CCc3ccccc3C2)cc1	-5	nt
CCOc1ccc2c(c1)N(C(=O)CN1C(=O)CCC1=O)C(C)(C)C=C2C	7	-2

Molecules shown so far with a carbonyl joined to an NH by a bond outside any ring:
SMILES	RmlC RmlD mix	RT RNaseH block
COCC(=O)NCCc1ccc(S(N)(=O)=O)cc1	-9	-5
O=C(CSc1nc2ccc(NC(=O)CSc3nnnn3Cc3ccccc3)cc2s1)Nc1ccccc1	-10	nt
CCOc1cc(OCC)cc(C(=O)Nc2cccnc2)c1	-11	-6
Cc1cc(C(=O)Nc2ccon2)cs1	-4	-11
Cc1ccc(CNC(=O)CCCn2c(=O)[nH]c3ccccc3c2=O)cc1	14	-4
CCOc1ccccc1NC(=O)CSc1nnc(-c2cnccn2)n1C	4	nt
Cc1ccccc1OCC(=O)NCC1CCCO1 (centres undefined)	9	-13
O=C(Nc1ccc(S(=O)(=O)N2CCCCC2)cc1)c1ccc(CN2CCc3ccccc3C2)cc1	-5	nt

(further entries)
SMILES	RmlC RmlD mix	RT RNaseH block
CC(=O)Nc1ccc(C(=O)Cn2nnc3ccccc3c2=O)cc1	5	-8
CCCCCNC(=O)c1cc(S(=O)(=O)N2CCCCC2)ccc1F	10	-1
C/C(=N\N=C(c1ccccc1)c1ccccc1)c1cccs1	8	nt
Cc1ccc(C)c(NC2=NS(=O)(=O)c3ccccc32)c1	4	-10
CCCCOCCCNC(=O)COc1ccccc1	1	-14
C(=N\n1cnnc1)/C1CCCCC1	-8	-1
Cc1nc2ccc(S(=O)(=O)NCC(=O)N3CCC(N4CCCCC4)CC3)cc2s1	-13	-15
COC(=O)c1cc(=O)n(Cc2cccs2)c(=Nc2ccc(F)cc2)s1	13	nt
O=C1NC(=S)N/C1=C/c1cc([N+](=O)[O-])ccc1O	-4	nt
CCCCn1c(O)c(C(C)=Nc2ccc(OCC)cc2)c(=O)[nH]c1=O	-10	-5
CCOC(=O)Cn1c(=O)oc2cc(S(=O)(=O)N3CCCC(C(=O)OCC)C3)ccc21 (centres undefined)	-14	-10
CCOC(=O)c1c(NC(=O)CSc2nnc(CNc3ccc(F)cc3)o2)sc(C)c1C	1	-13
C=CCOC(=O)C1=C[C@@H](c2ccc(C(F)(F)F)cc2)C[C@@H](OCCCCO)O1	7	nt
COc1ccc(CN2C(=O)NC3(CCCCC3)C2=O)cc1F	-75	nt
Cc1ccc(C(=O)N2CCSCC2)cc1	4	nt
COc1ccc(N2CCN(C(c3cc(OC)ccc3OC)c3nnnn3Cc3ccco3)CC2)cc1 (centres undefined)	-18	12
CCOC(=O)C1=C(C)NC(=O)NC1	-13	nt
CC/C(=N\NC(=O)c1csc(C)c1C)c1cccs1	-12	nt
Cc1nnc(SCC(=O)Nc2nc(C(C)(C)C)cs2)s1	11	nt
COCCCN=C(c1ccco1)n1c(=S)nc(-c2ccco2)n(CCCOC)c1=S	4	63*
CC(C)C[C@H](NC(=O)c1[nH]cnc1C(=O)Nc1ccc(CNC(=O)OC(C)(C)C)cc1)C(=O)OCc1ccccc1	-6	nt
COc1ccc(CNC(=O)c2cnn3c(C(F)F)cc(C)nc23)cc1	-12	nt
Cn1c(=O)[nH]c(=O)c2c1nc(N1CCCCCC1)n2CCCSc1nc2ccccc2o1	16	-19
CCC1(CC)C(=O)N(C)C(=O)NC1=Nc1ccccc1	3	6
O=C(NCc1ccccc1)C1CCN(S(=O)(=O)N2CCCCCC2)CC1	-5	-3
CC(=O)C1=C(O)C(=O)N(CCC(=O)O)C1c1ccccc1Cl (centres undefined)	10	nt
Cc1ccc(NC(=O)Cn2c(=O)n(Cc3ccco3)c(=O)c3ccccc32)c(C)c1	5	nt
N#Cc1ccccc1CN1C(=O)S/C(=C/c2cccn2-c2cccc(C(=O)O)c2)C1=O	-6	nt
O=c1cnnc(NCc2ccccc2)[nH]1	-10	-7
O/N=C1/CCCSc2ccccc21	-12	-10
CCNC(=O)c1c(C)[nH]c(C(=O)OCC)c1C	8	3
Cc1onc(-c2ccccc2)c1C(=O)N1CCOCC1	9	-20
COc1ccc(N(C(=O)c2cccc(OC)c2OC)C2C=CS(=O)(=O)C2)c(OC)c1 (centres undefined)	-13	-12
S=C1NC[C@H](CC2CCCCC2)N1CCCCC1CCCCC1	0	nt
CC1(C)Cc2c(C#N)c(SCC(=O)c3ccccc3)nc(N3CCOCC3)c2CS1	3	4
c1ccc2sc(NC3=NCN(C4CCCCC4)CN3)nc2c1	146	nt
COCCN(C(=O)CCCC(=O)Nc1ccccn1)C(C(=O)NC1CCCC1)c1ccc(C)cc1 (centres undefined)	8	-13
CS(=O)(=O)N(CC(=O)Nc1ccc2c(c1)OCO2)Cc1ccc(Cl)cc1	-18	8
CC(=O)c1cc2c(cc1NC(=O)CN1CCC(Cc3ccccc3)CC1)OCO2	-5	nt
O=C(Cc1ccccc1F)Nc1ccc(Cl)nc1	-7	nt
Cc1cc(SCC(=O)c2ccccc2)nc(C)n1	-13	-4
O=c1[nH]c(CN2CCN(C/C=C/c3ccccc3)CC2)nc2ccccc12	-6	-6
Cc1ccc2nc(Nc3ccc4[nH]c(=O)[nH]c4c3)c(-n3nc(C)cc3C)nc2c1	3	29
COc1ccc(OC)c(N(CC(=O)Nc2ccc(NC(C)=O)cc2)S(C)(=O)=O)c1	5	-1
CCCCCOCC1CC(C/C(C)=N/Nc2nc(-c3ccccc3)cs2)C(=O)O1 (centres undefined)	5	nt
O=C(COCc1ccccc1)N[C@@H](Cc1ccc(O)cc1)C(=O)O	19	nt
O=c1c2ccccc2nc(CSc2ncnc3nc[nH]c23)n1-c1ccc(Cl)c(Cl)c1	7	nt
COc1ccc(-c2cc(-c3ccc(OC)cc3)nc(-c3ccc4c(c3)NC(=O)CO4)c2)cc1	-21	nt
Cc1ccccc1OCC(O)CN (centres undefined)	4	-2
CCOC(=O)C1CCCN(C(=O)c2cn(C)c3ccc(S(=O)(=O)N4CCCC4)cc3c2=O)C1 (centres undefined)	11	-28

New compounds follow.
SMILES	RmlC RmlD mix	RT RNaseH block
CCCOC(=O)Cn1c(=O)c2cc3c(=O)n(CC(=O)OCCC)c(=O)c3cc2c1=O	nt	-4
Cc1nn(C)cc1/C=C1/CC2C3CC=C4CC(O)CCC4(C)C3CCC2(C)C1=O (centres undefined)	-23	nt
COc1cc(C2C(C#N)=C(C)NC3=C2C(=O)CC(C)(C)C3)ccc1O (centres undefined)	-10	-2
COc1cccc(C(=O)Nc2nnc(C3CCCO3)s2)c1 (centres undefined)	-16	nt
Cc1cc(-c2ccccc2)c2c3c(cn2n1)c(=O)n(C)c(=O)n3C	-15	-71
Cc1cn(-c2cc(C(=O)Nc3ccc(C)c(NC(=O)N4CCNC4=O)c3)cc(C(F)(F)F)c2)cn1	10	nt
CCc1ccc(N(CC)c2ncnc3nc[nH]c23)cc1	8	-4
CC1=C(C(=O)OCc2ccccc2)C(c2ccc3c(c2)OCO3)NC(=O)N1CCCC(=O)O (centres undefined)	7	nt
Cc1nc2ccccc2c(-c2ccccc2)c1C(=O)c1ccccc1	66	nt
Cc1ccc(OCc2nnc(SCC(=O)Nc3sc(C)c(C)c3C#N)n2C)cc1	12	20

In a second layout: results already given
Each structure is followed by: RmlC RmlD mix | RT RNaseH block
CCCOC(=O)Cn1c(=O)c2cc3c(=O)n(CC(=O)OCCC)c(=O)c3cc2c1=O
    nt | -4
Cc1nn(C)cc1/C=C1/CC2C3CC=C4CC(O)CCC4(C)C3CCC2(C)C1=O (centres undefined)
    -23 | nt

(listing goes on)
SMILES	RmlC RmlD mix	RT RNaseH block
C(=N/N1CCN(c2ccccc2)CC1)/c1cccs1	8	nt
COc1ccc2c(c1)CC1(CN2C)C(=O)NC(=O)N(c2ccc(C)cc2)C1=O (centres undefined)	9	8
c1ccc(Nc2nc(-c3ccncc3)cs2)cc1	4	nt
O=S(=O)(N=S(N1CCCCC1)N1CCCCC1)c1ccccc1	1	-12
CN(C)c1nc(SCc2ccc(Cl)cc2)nc2c1CCCC2	8	nt
Cn1c(SCC(=O)N2CCCc3ccccc32)nc2ccccc2c1=O	8	nt
C=C1CCN([C@H](C(=O)OCc2ccc(C)cc2)C(C)C)S(=O)(=O)c2ccccc21	-114	nt
O=C(CN1C(=O)c2ccccc2S1(=O)=O)c1ccccc1	2	-10
CCCn1c(/N=C/c2ccccc2O)nc2ccccc21	-8	nt
COC(=O)c1cc2sc(Cl)cc2n1CC(=O)Nc1cccc(SC)c1	-14	22

Filtered by structure, those above with a tert-butyl group (2)
SMILES	RmlC RmlD mix	RT RNaseH block
Cc1nnc(SCC(=O)Nc2nc(C(C)(C)C)cs2)s1	11	nt
CC(C)C[C@H](NC(=O)c1[nH]cnc1C(=O)Nc1ccc(CNC(=O)OC(C)(C)C)cc1)C(=O)OCc1ccccc1	-6	nt

New compounds follow.
SMILES	RmlC RmlD mix	RT RNaseH block
N=C(N)SCCc1cccc(CCSC(=N)N)c1	18	nt
O=C(c1ccco1)N1CCN(C(=O)c2ccc(Cn3cc(Br)cn3)o2)CC1	nt	-6
O=C(Nc1ccc(Cl)cc1)C1CC=CCC1C(=O)OCC(F)(F)C(F)F (centres undefined)	-15	-13
O=C(NCc1ccc2c(c1)OCO2)C12CN(Cc3ccccc3)CC1C(c1cccc([N+](=O)[O-])c1)=NO2 (centres undefined)	-13	nt
CCCC(=O)N(c1ccc(F)cc1)C1C=CS(=O)(=O)C1 (centres undefined)	22	1
Cc1noc(NS(=O)(=O)c2ccc(NC(=O)c3cnc4n(c3=O)CCS4)cc2)c1C	10	8
O=C(Nc1ccc(-c2nc3ccccc3[nH]2)cc1)C1CCCO1 (centres undefined)	-2	2
CCOC(=O)c1c(C)[nH]c(C(=O)OC/C(O)=C(\C#N)c2nc3ccccc3[nH]2)c1C	3	33
Cc1ccc(S(=O)(=O)NCCC(=O)Nc2nnc(C)s2)cc1	3	nt
O=C(NCCC1=CCCCC1)c1cnsn1	4	-17
O=C(CSCC(=O)N1CCCCC1)Nc1nc(-c2cccs2)cs1	-2	-6
CC(C)c1ccc(-c2nc(N3CCCC3)nc3n[nH]c(N)c23)cc1	-24	28
COc1ccc(Cl)cc1N(CC(=O)Nc1ccccc1SC)S(C)(=O)=O	-14	-13
C=CCN1C(=O)C(Cc2cccc(C)c2)SC1=Nc1ccc(C(=O)O)cc1 (centres undefined)	-10	nt
CCOc1ccc(N(CC(=O)NCc2ccc(OC)cc2)S(=O)(=O)c2c(C)noc2C)cc1	1	-17
CCN(CC)S(=O)(=O)c1ccc2oc(Nc3ccc4c(c3)OCCO4)nc2c1	3	nt
Fc1ccccc1CSc1nnc(Cn2cnc3ccccc32)n1-c1ccccc1	-15	-6
CCCc1nc2ccccc2c(=O)n1-c1cccc(OC)c1	0	-6
COc1ccc(C(=O)N2CC3(CC(c4ccc(Cl)cc4)=NO3)C[C@H]2C(=O)NCC(N)=O)cc1 (some centres undefined)	-12	nt
O=C(CCc1n[nH]c(=O)[nH]c1=O)N1CCOCC1	5	-20

Individual results from above:
Entry for Cc1ccc(S(=O)(=O)NCCC(=O)Nc2nnc(C)s2)cc1 in RmlC RmlD mix: 3
Entry for CCOC(=O)C1=C(C)NC(=O)NC1 in RmlC RmlD mix: -13
Entry for O=C(Nc1ccc(S(=O)(=O)N2CCCCC2)cc1)c1ccc(CN2CCc3ccccc3C2)cc1 in RmlC RmlD mix: -5

Other structures follow:
SMILES	RmlC RmlD mix	RT RNaseH block
COc1ccc(-c2nnc3n2-c2ccccc2SC3)cc1OC	9	-18
COc1cccc(C(=O)Nc2c3c(nn2-c2cccc(C)c2C)CS(=O)C3)c1OC (centres undefined)	-14	-7
CSc1nc2nccc(-c3ccc(-c4ccccc4)cc3)n2n1	-85	nt
Cc1cc2ncn(CCCCOc3ccccc3)c2cc1C	-8	nt
COC(C[C@H]1O[C@H]1[C@@H](O)COCc1ccccc1)OC	4	nt
Cc1cc2nc(SCC(=O)O)nc(C)c2cc1C	6	3
COc1ccc(NC(=O)Cn2cccc2)c(OC)c1	1	1
Cc1cccc(Cn2c(NCCO)nc3c2c(=O)n(C)c(=O)n3C)c1	-160	-4
Cn1c(=O)[nH]c(=O)c2c1nc(CN1CCN(Cc3ccccc3)CC1)n2CC(N)=O	18	-3
CNCCc1c[nH]c2ccc(O)cc12	5	nt
CCOC(=O)Cn1nnc(-c2ccc(SC)cc2)n1	-8	2

The list is partial; the hit share may differ from the screen's.
